Bioassay records deposited in PubChem by several laboratories.
RT RNaseH block = inhibitors of HIV-1 reverse transcriptase RNase H | P04585 | RT-RNase H RNA/DNA duplex cleavage, fluorescence | inhibition, % at 10 µM | 65,000 compounds, 1.9% hits; in the data active means inhibition above about 50%
RmlC RmlD mix = RmlC/RmlD inhibition, mixture screen | 110,000 compounds, 0.39% hits | RmlC/RmlD coupled enzyme inhibition, 384-well mixture HTS | AID 1532 | inhibition, % at 5.5 µM; in the data active means inhibition above about 30%, passing the limit was not always enough; further: strong numbers were not always called active
* marks the source's active call; other numbers are inactive results; i = inactive; x = not tested or not shown. Some of the compounds tested; rates above refer to the full screens.

#1 Cc1ccc(CN(c2ccc(C(=O)NCc3cccnc3)cc2)S(C)(=O)=O)cc1
#2 Cc1ccc(CSc2nc3ccccc3c(=O)n2Cc2ccco2)cc1
#3 CCCCC1(C(=O)OCC)CC(CN2CCOCC2)OC1=O (centres undefined)
#4 COc1cccc(C2=NOC(C(=O)N3CCC4(CC3)OCCO4)C2)c1 (centres undefined)
#5 COc1cc(CCCN2C(=O)C(=O)NC[C@@H]2CCCCN)cc(OC)c1OC

compound no.	1	2	3	4	5
RT RNaseH block	x	x	-6	-6	x
RmlC RmlD mix	3	2	-3	9	25

#6 Cc1cc(Nc2nc3ccccc3nc2Cl)n(-c2ccccc2C)n1
#7 COC(=O)c1cc(NC(=O)CC2NCCNC2=O)cc(C(=O)OC)c1 (centres undefined)
#8 COC(=O)CSc1nc(SCc2ccccc2Cl)nc2c1CCCC2
#9 COc1ccc(/C=C2\C(=N\O)C3CCN2CC3)cc1
#10 NC(=O)C1CCN(C(c2ccccc2Cl)c2nnnn2CC2CCCO2)CC1 (centres undefined)

compound no.	6	7	8	9	10
RT RNaseH block	x	3	x	x	-1
RmlC RmlD mix	-11	-13	8	17	3

#11 Cc1nn(Cc2ccccc2)c(C)c1C(=O)OCC(=O)Nc1ccccc1SCC#N
#12 c1n[nH]c(NC2=NCCC2)n1
#13 COc1ccc(CSc2nc(C)cc(=O)[nH]2)cc1Br
#14 Cc1cc(C2(c3cc(C)c(NC(=O)CN4CCOCC4)c(C)c3)CCCCC2)cc(C)c1NC(=O)CN1CCOCC1
#15 Cc1ccc(COc2ccc(Br)cc2/C=N/O)cc1

compound no.	11	12	13	14	15
RT RNaseH block	-34	4	-35	x	x
RmlC RmlD mix	-7	2	4	5	-9

#16 Cn1c(=O)c2c(nc(N3CCCCC3)n2CCCNC2=NCCCC2)n(C)c1=O
#17 Cc1ccc(N2CCN(CCc3nc4cc(NS(C)(=O)=O)ccc4n3C)CC2)cc1
#18 c1ccc(Nc2ccccc2Nc2ccccn2)nc1
#19 NC(=O)c1ccsc1NC(=O)COC(=O)Cc1ccsc1
#20 CCOc1ccc(C2C=C(c3ccc(C)cc3)Nc3nnnn32)cc1 (centres undefined)

compound no.	16	17	18	19	20
RT RNaseH block	-9	-4	-44	-7	37
RmlC RmlD mix	x	7	10	9	-11

#21 O[C@@H]1CCCN2CCc3c([nH]c4ccccc34)[C@H]12
#22 CCOC(=O)N1CCN(c2ncnc3c2oc2nc(C(C)C)c4c(c23)CCC4)CC1
#23 Cc1ccc(NC(=O)CSCC(=O)Nc2ncc3c(n2)CC(c2ccco2)CC3=O)cc1 (centres undefined)
#24 CCOC(=O)c1c(-c2ccccc2)cn2ccccc12
#25 C=CCSc1nc2sc(C)c(C)c2c(=O)n1CC=C

compound no.	21	22	23	24	25
RT RNaseH block	x	-11	11	x	x
RmlC RmlD mix	-13	-172	8	-80	11

#26 COc1ccc2oc(C)c(C(=O)NN)c2c1
#27 COc1ccc(CNC(=O)NCc2ccc(OC)c(OC)c2)cc1OC
#28 COc1ccc(S(=O)(=O)n2ccc(-c3ccc(OCCN(C)c4ccccn4)cc3)n2)cc1
#29 COC(=O)CN1C(=O)C2(OCCCO2)c2cc(Br)ccc21
#30 CC(C)CN(C(=O)COC(=O)c1cc2c(s1)CCC2)C1CCS(=O)(=O)C1 (centres undefined)

compound no.	26	27	28	29	30
RT RNaseH block	x	-1	x	-8	41
RmlC RmlD mix	-9	2	9	1	-10

#31 COCCCNC(=O)c1cccn2c(=O)c3cc4ccccc4cc3nc12
#32 CN(c1cccc(NC(=O)COc2ccccc2)c1)S(C)(=O)=O
#33 O=C(Cc1ccc(-n2c(=S)[nH]c3ccccc3c2=O)cc1)N1CCC(N2CCCCC2)CC1
#34 Oc1ccc(Nc2nc(-c3ccc4ccccc4c3)cs2)cc1
#35 Cc1cccc(N(CC(N)=O)C2SC(=O)N(c3ccccc3)C2=O)c1 (centres undefined)

compound no.	31	32	33	34	35
RT RNaseH block	x	-4	x	x	-6
RmlC RmlD mix	-7	-9	-8	95	3

In the list so far, three contain a Cl atom.
#6 Cc1cc(Nc2nc3ccccc3nc2Cl)n(-c2ccccc2C)n1
#8 COC(=O)CSc1nc(SCc2ccccc2Cl)nc2c1CCCC2
#10 NC(=O)C1CCN(C(c2ccccc2Cl)c2nnnn2CC2CCCO2)CC1 (centres undefined)

compound no.	6	8	10
RT RNaseH block	x	x	-1
RmlC RmlD mix	-11	8	3

Remaining list, next part:
#36 COc1ccc2c(c1)c(CC(=O)OCC(=O)O)c(C)n2C(=O)c1ccc(Cl)cc1
#37 COCCCN(C(=O)c1cccnc1SC)c1c(N)n(Cc2ccccc2)c(=O)[nH]c1=O
#38 CCCCN(CC)CCNC(=O)C1c2cc(OC)c(OC)cc2C(=O)N2CCc3ccccc3C12 (centres undefined)
#39 Oc1ccccc1Nc1ncnc2c1oc1ccccc12
#40 Cc1nc2ccccc2n1S(=O)(=O)c1ccc(S(=O)(=O)N2CCCCCC2)cc1

compound no.	36	37	38	39	40
RT RNaseH block	-19	3	-1	-2	-9
RmlC RmlD mix	-11	-20	7	19	-9

#41 CN/C(=C\[N+](=O)[O-])NCCSCc1csc(CN(C)C)n1
#42 CCSc1cc(N2CC(C)OC(C)C2)nc(-c2ccccc2Cl)n1 (centres undefined)
#43 Cc1ccc(S(=O)(=O)N[C@H](C(=O)N2CCC3(O)CCCCC3C2)c2ccccc2)cc1 (some centres undefined)
#44 CCC(C)NC(=O)CSc1nc2ccsc2c(=O)n1NC(=O)c1ccccc1 (centres undefined)
#45 CC(=O)n1c2ccccc2c2ccccc21

compound no.	41	42	43	44	45
RT RNaseH block	x	x	x	x	x
RmlC RmlD mix	7	-9	4	4	2

#46 CC(=O)Cc1cc(=O)c2c(C)cc(O)c(C3OC(CO)C(O)C(O)C3O)c2o1 (centres undefined)
#47 CCc1ccc2nc3c(c(C(=O)O)c2c1)CCC3
#48 Cc1ccc(S(=O)(=O)/N=C(\c2ccc(F)cc2)n2c(C)nc3ccccc32)cc1
#49 CC(=O)OC[C@H]1O[C@H](CCO/N=C(\C)CCN2CCCc3nc(C)c(C)cc32)C=C[C@@H]1OC(C)=O
#50 CCC(C(=O)NC1CCCC1)N(Cc1cccs1)C(=O)Cn1nnc(-c2ccc(OC)c(OC)c2)n1 (centres undefined)

compound no.	46	47	48	49	50
RT RNaseH block	x	-5	x	x	x
RmlC RmlD mix	7	7	7	-2	7

#51 COc1ccc(C(=O)CSc2cc(C)nc3nc(C)nn23)cc1OC
#52 COC(=O)c1ccc(CSc2ncnc3c2sc2nc(N4CCOCC4)c4c(c23)CCCC4)o1
#53 CCCCC[n+]1ccn(-c2nc3ccccc3nc2[N-]S(=O)(=O)c2ccc(C)cc2)c1
#54 CCOC(=O)N1CCN(C(=O)Nc2ccc3nc(C)c(C)nc3c2)CC1
#55 CCN(CC)c1ccc(-c2nn3c(-c4cccnc4)nnc3s2)cc1

compound no.	51	52	53	54	55
RT RNaseH block	-3	83*	x	-2	-58
RmlC RmlD mix	x	-43	7	10	x

#56 CN(C)c1cccc(N=C2C=C(N3CCOCC3)CC(C)(C)C2)c1
#57 COc1cc(C2Nc3ccccc3C(=O)N2c2ccc3c(c2)OCCO3)ccc1OCC(C)C (centres undefined)
#58 Cc1ccc(-c2nc3ccc(C(=O)O)cc3nc2-c2ccc(C)cc2)cc1
#59 CC1(C)CC(=O)c2c(-c3cccs3)n[nH]c2C1
#60 CCSc1nnc(NC(=O)C(C)C)s1

compound no.	56	57	58	59	60
RT RNaseH block	0	x	x	-1	-10
RmlC RmlD mix	-11	1	18	6	-17

Six entries already listed, arranged by formula weight, lowest first:
#60 CCSc1nnc(NC(=O)C(C)C)s1
#59 CC1(C)CC(=O)c2c(-c3cccs3)n[nH]c2C1
#56 CN(C)c1cccc(N=C2C=C(N3CCOCC3)CC(C)(C)C2)c1
#55 CCN(CC)c1ccc(-c2nn3c(-c4cccnc4)nnc3s2)cc1
#58 Cc1ccc(-c2nc3ccc(C(=O)O)cc3nc2-c2ccc(C)cc2)cc1
#52 COC(=O)c1ccc(CSc2ncnc3c2sc2nc(N4CCOCC4)c4c(c23)CCCC4)o1

compound no.	60	59	56	55	58	52
RT RNaseH block	-10	-1	0	-58	x	83*
RmlC RmlD mix	-17	6	-11	x	18	-43

(listing goes on)
#61 COC(=O)c1ccccc1N1C(=O)[C@@H]2C(c3ccc(Br)cc3)=NO[C@@H]2C1=O
#62 CCn1nc(NC(=O)c2ccncc2)c2cc3ccccc3nc21
#63 OC1(c2ccc(F)cc2)CCNC1 (centres undefined)
#64 COC(=O)c1nn(-c2ccccc2)c(Sc2ccccc2)c1/C=N/O
#65 O=C(NCC1CCCO1)C1CCN(c2ccc(S(=O)(=O)N3CCCC3)cc2)CC1 (centres undefined)

compound no.	61	62	63	64	65
RT RNaseH block	-3	-3	-9	x	-3
RmlC RmlD mix	7	-10	-8	-13	-4

#66 Clc1ccc(/C=N/Nc2nc(Cl)nc3ccccc23)cc1
#67 O=C(Nc1ccc(Cl)c(C(F)(F)F)c1)[C@@H]1CC=C[C@@H]2CCN(C3CCCCC3)C(=O)[C@@H]21
#68 Cc1ccc(NC(=O)CC(=O)NCCN2CCOCC2)cc1
#69 COCCNC(=O)CCn1nc(-c2ccc(Cl)cc2)ccc1=O
#70 C=CCn1c(CNC(=O)c2cccs2)nnc1SCC(=O)Nc1ccc(C(=O)O)cc1

compound no.	66	67	68	69	70
RT RNaseH block	x	x	1	-30	x
RmlC RmlD mix	-21	-11	6	-8	9

#71 Cc1onc(-c2c(F)cccc2Cl)c1C(=O)Nc1sc2c(c1C(N)=O)CCC2
#72 O=C(c1ccc(S(=O)(=O)N2CCOCC2)cc1)N(Cc1ccco1)Cc1cccs1
#73 COc1ccc(CN2CC[C@H]3C=CC[C@@H](C(=O)NCCc4ccccc4)[C@H]3C2=O)cc1OC
#74 CC(=O)N1CCc2cc(Br)cc(S(=O)(=O)NCCCN3CCCC(C)C3)c21 (centres undefined)
#75 CCCS(=O)(=O)n1nc(-c2ccc(C)cc2)cc1N

compound no.	71	72	73	74	75
RT RNaseH block	x	-13	x	-7	x
RmlC RmlD mix	i	-5	-14	-20	29

#76 CC(C)Nc1nc(-c2ccccc2)nc(-n2ccnc2)n1
#77 Cc1ccccc1OCC(=O)NC1=NCCS1
#78 CCC(=O)OC1(C#CCOc2ccc(OC)cc2)CCN(C)CC1
#79 CCN(CC)CCn1c2ccc(Cl)cc2c2nc(C)sc21
#80 CC(C)Oc1ccc(S(=O)(=O)N(C(C)C)C(C)C)cn1

compound no.	76	77	78	79	80
RT RNaseH block	-28	x	0	x	x
RmlC RmlD mix	9	-10	-22	1	-18

#81 O=S(=O)(Cc1ccccc1)N1CCc2ccccc21
#82 CN(C1CCCCC1)S(=O)(=O)c1ccc(S(=O)(=O)N2CCN(CCC#N)CC2)cc1
#83 Nc1ccn([C@@H]2O[C@H](CO)[C@@H](O)C2O)c(=O)n1 (some centres undefined)
#84 Cc1ccc2c(c1)N(CCC(=O)NCC1CCCO1)C(=O)CO2 (centres undefined)
#85 COc1ccc(OC)c(NC(=O)CSc2nc3ccccc3cc2Cc2ccccc2)c1

compound no.	81	82	83	84	85
RT RNaseH block	-33	7	x	-13	x
RmlC RmlD mix	4	-10	-9	4	-14

2 entries from above, with two lines to a compound.
Value order: RT RNaseH block | RmlC RmlD mix
83: Nc1ccn([C@@H]2O[C@H](CO)[C@@H](O)C2O)c(=O)n1 (some centres undefined)
 : x | -9
82: CN(C1CCCCC1)S(=O)(=O)c1ccc(S(=O)(=O)N2CCN(CCC#N)CC2)cc1
 : 7 | -10

The list continues.
#86 COc1ccc(CCNC(=O)CCS(=O)(=O)c2cccc3nsnc23)cc1OC
#87 COc1ccc(N2CCN(c3nc4c(c(=O)[nH]c(=O)n4C)n3Cc3cccc(C)c3)CC2)cc1
#88 CC(C)(CNc1ccc([N+](=O)[O-])cc1Cl)CNS(C)(=O)=O
#89 CCOC(=O)c1c(NC(=O)c2noc3c2CCCC3)sc2c1CCCC2
#90 COc1cccc(NC(C)C(=O)N2CC(C)OC(C)C2)c1 (centres undefined)

compound no.	86	87	88	89	90
RT RNaseH block	6	0	x	-3	-4
RmlC RmlD mix	-14	x	-70	x	6

#91 CC(C)NC(=O)c1ccccc1NC(=O)C1CCCO1 (centres undefined)
#92 O=C(NCc1ccccc1)c1ccc(/C=N/O)nc1
#93 Cc1cc(C)nc(NC(=O)CSc2nc3ccccc3s2)n1
#94 O=c1c2[nH]c3ccccc3c2ncn1C1CCCCC1
#95 O=C(O)c1cn(-c2ccccc2)nc1C(=O)O

compound no.	91	92	93	94	95
RT RNaseH block	x	-3	x	8	x
RmlC RmlD mix	11	9	9	-6	1

#96 Cc1cccc(C)c1NC(=O)N1CCC(N2CCCCC2)CC1
#97 CC(=O)C1=C(O)C(=O)N(Cc2ccccc2)C1c1cccs1 (centres undefined)
#98 Oc1cc2c(cc1O)[C@@H](c1ccccc1)CNCC2
#99 CCOc1ccc(OCC)c(NC(=O)CSc2nc3c(c(=O)n(C)c(=O)n3C)n2CC)c1
#100 O=C1[C@@H]2[C@H](C(=O)N1O)[C@H]1C=C[C@@H]2C1

compound no.	96	97	98	99	100
RT RNaseH block	-19	-1	x	-1	-5
RmlC RmlD mix	6	-12	4	1	5

Looked up one by one from above (two):
#44 CCC(C)NC(=O)CSc1nc2ccsc2c(=O)n1NC(=O)c1ccccc1 (centres undefined)
#30 CC(C)CN(C(=O)COC(=O)c1cc2c(s1)CCC2)C1CCS(=O)(=O)C1 (centres undefined)

compound no.	44	30
RT RNaseH block	x	41
RmlC RmlD mix	4	-10
